Assay outcomes from PubChem BioAssay.
M1 antag: antagonists of human M1 muscarinic receptor; CHO-K1 hM1, Fluo-8 calcium fluorescence, ACh EC80 antagonist; inhibition, % at 3 µM; 360,000 compounds, 1.3% hits; AID 588852;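 active = percent inhibition above its own plate's cutoff, namely the mean of that plate's compound wells plus 3 SD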;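 note: peak over basal fluorescence ratio during 140 s after agonist addition; 0% = ACh EC80 plus DMSO and 100% = DMSO alone without agonist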
TAAR1 agonist: agonists of human TAAR1; activation, % at 3 µM; CHO RD-HGA16 TAAR1, Fluo-8 calcium fluorescence; vehicle wells 0%, saturating PEA agonist 100%; AID 624467; 360,000 compounds, 0.99% hits;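 active = activation above the mean activation of all test compounds in the run plus 3 SD, cut at about 38% in these data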
Target sequence (Q96RJ0 whole entry, looked up): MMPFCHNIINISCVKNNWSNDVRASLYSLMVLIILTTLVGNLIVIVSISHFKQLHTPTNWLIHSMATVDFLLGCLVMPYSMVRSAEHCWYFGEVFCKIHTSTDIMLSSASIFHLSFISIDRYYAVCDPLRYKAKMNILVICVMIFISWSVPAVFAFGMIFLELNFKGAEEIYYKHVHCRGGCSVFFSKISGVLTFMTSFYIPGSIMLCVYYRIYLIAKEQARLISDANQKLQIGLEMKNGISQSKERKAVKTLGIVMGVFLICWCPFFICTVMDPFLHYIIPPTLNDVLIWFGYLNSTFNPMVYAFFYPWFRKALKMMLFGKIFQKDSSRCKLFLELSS
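Test system: RD-HGA16 (CHO) cells co-expressing Gα16 and hTAAR1; dosing: one-point dosing at 3 µM (nominal); timing: 17-24 h seeding, 75 min 37 °C dye, 30 min RT; signal: kinetic Fluo-8 calcium fluorescence; read-out basis: % activation relative to PEA EC100 response; controls: DMSO and PEA EC100; replicates: n 1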
TAAR1 antagonist: human TAAR1 antagonism; inhibition, % at 3 µM; CHO RD-HGA16 TAAR1, Fluo-8 calcium fluorescence, antagonist; 360,000 compounds, 1.5% hits; AID 624466;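 active = inhibition above a per-plate cutoff, the mean inhibition of test compounds on that plate plus 3 SD, cut at about 49% in these data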;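 note: 0% = DMSO plus EC80 beta-PEA response and 100% = DMSO alone without agonist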
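Test system: RD-HGA16 CHO cells with stable hTAAR1 and Gα16 / Probe or stimulus: EC80 β-phenethylamine stimulus / Times: seeding 17-24 h prior, 75-min 37 °C, 30-min RT dye loading / Detection: Fluo-8 calcium-sensitive fluorescence / Read-out basis: % inhibition scaled between DMSO and EC80 PEA controls / Repeats: singlicate, one well per test compound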
V1R ag counter: counter-screen for oxytocin receptor agonists: human V1a receptor agonists. P37288. CHO-V1R cells, Fluo-8 calcium fluorescence, agonist mode; 0% DMSO, 100% 3 nM vasopressin. activation, % at 3 µM. 320,000 compounds, 0.25% hits. AID 2797;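 active = activation above the mean activation of all tested compounds plus 3 SD, per screening run, cut at about 20% in these data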;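 note: signal is peak over basal fluorescence ratio across a 100 second FLIPR read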
OXTR potentiator: potentiates the human oxytocin receptor response; activation, % at 3 µM; CHO-OTR cells, Fluo-8 calcium fluorescence, potentiator mode; 0% = oxytocin EC15, 100% = EC100; 320,000 compounds, 0.061% hits;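 active = activation above that plate's cutoff, the mean activation of tested compounds plus 3 SD, cut at about 6.6% in these data, passing the limit was not always enough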;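 note: 100% uses oxytocin at 75 nM as the full agonist control; some results filed as inactive read as strong as hits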
Target sequence (P30559 whole entry, looked up): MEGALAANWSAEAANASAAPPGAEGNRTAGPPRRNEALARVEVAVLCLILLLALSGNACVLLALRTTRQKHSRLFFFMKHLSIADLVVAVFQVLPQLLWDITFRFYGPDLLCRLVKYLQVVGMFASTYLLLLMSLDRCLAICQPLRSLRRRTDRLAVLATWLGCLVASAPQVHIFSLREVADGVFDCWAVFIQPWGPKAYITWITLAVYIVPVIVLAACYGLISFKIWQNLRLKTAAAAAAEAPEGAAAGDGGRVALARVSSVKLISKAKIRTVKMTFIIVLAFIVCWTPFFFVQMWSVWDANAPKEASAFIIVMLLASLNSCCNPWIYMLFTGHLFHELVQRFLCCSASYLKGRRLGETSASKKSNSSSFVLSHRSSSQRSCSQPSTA
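test system = CHO-OTR cells, human receptor | compound = single-point 3.0 µM | schedule = 6 min compound pre-incubation at room temperature, 100 s kinetic read | signal = Fluo-8 no-wash calcium dye fluorescence, excitation 470-495 nm, emission 515-575 nm | repeats = single well per compound, singlicate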
CHO parental Ca: counter-screen: ATP calcium response change in parental CHO cells; parental CHO-K1, ATP-induced calcium, Fluo-8 fluorescence; inhibition, % at 5.6 µM; 330,000 compounds, 0.63% hits; AID 463079;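 active = inhibition above that plate's mean sample inhibition plus 3 SD, cut at about 26% in these data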;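 note: 0% = ATP-challenged DMSO wells and 100% = DMSO wells without ATP; some compounds past the cut are filed as inactive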
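Assay system: parental CHO cells; Read-out basis: percent inhibition of ATP-evoked calcium rise, normalized to controls; Benchmarks: ATP and no-ATP DMSO wells; Compound dosing: single nominal dose of 5.6 µM per compound; Signal: Fluo-8 calcium dye fluorescence; Also added: ATP as calcium-mobilizing challenge; Repeats: singlicate.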
OXTR ag: human OXTR agonism; P30559; 320,000 compounds, 0.32% hits; CHO-OTR cells, Fluo-8 calcium fluorescence; normalized: DMSO 0%, oxytocin 100%; AID 2435; activation, % at 3 µM;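 active = activation above the mean of all tested compounds plus 3 SD, cutoff set per screening run, cut at about 20% in these data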;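 note: peak over basal fluorescence ratio from a 100 s FLIPR kinetic read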
M1 PAM: potentiates human M1 receptor response to acetylcholine. P11229. CHO-K1 hM1, Fluo-8 calcium fluorescence, ACh EC20; 0% = ACh EC20, 100% = maximal ACh. activation, % at 3 µM. 360,000 compounds, 0.088% hits. AID 588819; in the data active = activation above about 19%, passing the limit was not always enough
M1 ag: agonists of human M1 muscarinic receptor. P11229. CHO-K1 hM1, Fluo-8 calcium fluorescence, agonist mode; 0% DMSO, 100% acetylcholine EC100. activation, % at 3 µM. 360,000 compounds, 0.33% hits. AID 588814;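 active = activation above the run's mean compound activation plus 3 SD, cut at about 16% in these data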;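 note: peak over basal fluorescence ratio within a 140 s kinetic read after compound addition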
An asterisk follows results filed as active; / = not tested or not shown; & = joins results of further samples.

The line under a structure holds: M1 antag	TAAR1 agonist	TAAR1 antagonist	V1R ag counter	OXTR potentiator	CHO parental Ca	OXTR ag	M1 PAM	M1 ag
Cc1cccc2nc(CNC(=O)C3CCC(=O)N(Cc4ccccc4F)C3)cn12 (configuration not stated)
  20	0	-23	0.1	-6	-8	-0.7	-6	-6
Cc1c(CC(=O)NCCC(=O)O)c(=O)oc2cc3oc4c(c3cc12)CCCC4
  -12	5	-3	0.0	-5	-9	0.3	11	-3
Cc1ccc(N(CC(=O)Nc2ccc(Br)c(C)c2)S(=O)(=O)c2c(C)[nH]c(=O)[nH]c2=O)cc1
  -10	5	-9	0.1	-13	-7	-0.4	11	-3
CC(C)=CCC/C(C)=C/CN(CC(C)O)CC(C)O (configuration not stated)
  -2	10	-11	0.1	-2	-8	-0.5	-2	-6
COc1cccc(CN(C)C(=O)Cc2c[nH]c3ccccc23)c1
  -9	3	-6	2.0	-4	-12	0.7	6	-1
COc1cccc(C(=O)Nc2nnc(S(=O)(=O)N(C)Cc3ccc(F)cc3)s2)c1
  16	0	-15	7.2	-7	12	7.7	-20	-2
COc1ccccc1CNC(=O)COC(=O)Cc1ccsc1
  9	4	-2	/	/	/	/	-4	-4
CCc1ccccc1OCCCCCNCCO
  2	7	12	0.8	-8	1	1.7	0	-9
CCN(c1ccc(F)cc1)S(=O)(=O)c1cccc2nsnc12
  -18	-2	-22	-0.7	-13	-8	-2.1	9	-7
CCOC(=O)C1CN(C(C)(C)C)C(=O)C1=O (configuration not stated)
  9	4	6	0.7	-3	-5	-0.3	-2	-3
Cc1ccc(NC(=S)N(CCN(C)C)C(C)c2ccco2)cc1C (configuration not stated)
  -11	1	-9	-0.2	-3	11	-0.6	10	-8
CN(c1ccccc1C(=O)NCc1ccco1)S(C)(=O)=O
  -9	2	-10	0.2	-7	-13	1.1	9	-2
CC(=O)N1CCN(C(=O)c2ccc(-c3cccc(C(F)(F)F)c3)o2)CC1
  -18	2	-35	0.2	1	2	0.4	10	-1
CC1CCC(NC(=O)COc2ccc(C(=O)c3ccccc3)cc2)CC1 (configuration not stated)
  -17	6	30	7.3	-15	-13	7.1	10	-2
CCOc1ccc(-n2c(C)c(C(C)=O)c3cc(OCC(N)=O)ccc32)cc1
  -9	1	-8	1.6	-24	14	1.1	7	-5
CC(=O)NS(=O)(=O)c1ccc2c(c1)Cc1cc(S(=O)(=O)NC(C)=O)ccc1-2
  -13	4	-6	-0.1	-2	2	0.0	10	-1
Cc1cc(NC(=O)c2ccco2)ccc1-n1cnnn1
  -9	12	2	0.5	-9	6	0.1	7	-2
CCOc1cc(Br)cc(C(c2c(C(=O)O)[nH]c3ccccc23)c2c(C(=O)O)[nH]c3ccccc23)c1O
  -16	9	5	-0.1	4	-4	-0.8	12	-8
COc1ccccc1C(=O)NCC(=O)N/N=C/c1cc(Br)ccc1OC(=O)/C=C\c1ccco1
  -16	3	29	0.2	-11	-16	1.2	11	-3
CC1=CC(=NOC(=O)c2cccc([N+](=O)[O-])c2)C=C(C)C1=O
  -14	17	9	1.8	-1	0	1.1	10	-4
Cc1ccc2nc(NC(=O)CNS(=O)(=O)c3ccc(Br)s3)sc2c1
  -13	4	21	1.1	-6	-6	0.5	3	-1
Cc1ccc(C2C(C(=O)c3ccco3)=C(O)C(=O)N2c2nnc(C)s2)cc1 (configuration not stated)
  -9	10	-26	2.0	-4	0	0.6	3	-2
CCOc1ccc(NC(=O)C(=O)N/N=C/c2ccccc2F)cc1
  -9	7	12	0.9	-5	-2	0.3	9	-8
Cc1ccc(N2CCN(/N=C/c3cccs3)CC2)cc1
  -1	4	-17	-0.8	-6	-5	-0.3	1	-2
S=C(Nc1ccccc1Cl)N(CCN1CCCCC1)Cc1ccco1
  19	3	5	0.4	2	-10	0.5	-13	-9
CC(C)C(=O)N1CCCC1(C)C(=O)NCc1ccc(Cl)cc1 (configuration not stated)
  -6	0	5	/	/	/	/	3	-3
CCSc1nnc([C@@H](NC(=O)OC(C)(C)C)C(C)C)o1
  22	5	-11	-0.6	-6	-11	-2.4	-7	-2
COc1ccc(S(=O)(=O)N2Cc3ccccc3CC2C(=O)Nc2ccc3c(c2)OCO3)cc1 (configuration not stated)
  9	11	47	-0.6	-19	-15	-1.2	-5	0
O=C(Cc1cccc(F)c1)N1CCCC(CO)(Cc2ccc(F)cc2F)C1 (configuration not stated)
  -18	1	6	5.0	-14	-23	7.3	12	1
COc1ccc(C)cc1NC(=S)N1CCN(c2ncccn2)CC1
  -7	1	-1	1.4	3	-12	0.9	13	-3
CCc1nnc(NC(=O)CSc2nnc(COc3ccccc3C)o2)s1
  -1	7	-7	0.5	-18	-10	-0.7	0	-2
COc1ccc2c(CC(=O)Nc3nnc(C4CC4)s3)coc2c1
  -3	6	2	0.2	-1	8	-0.5	5	-2
CCOc1ccc(S(=O)(=O)NCC(=O)NC2CCCCC2)cc1
  1	9	10	-0.2	-10	1	-2.1	6	-3
COc1ccc(CCc2nc(C)ccc2O)cc1
  15&-12	0&18	0&-4	0.7&0.3	-4&-11	-12&2	0.8&-0.1	-2&7	-1&0
O=C(NCCC1CCCCN1S(=O)(=O)c1ccccc1)C(=O)NCc1cccnc1 (configuration not stated)
  -10	0	-20	-0.6	5	-9	0.1	3	-6
O=C(c1ccco1)N(Cc1cccc(Br)c1)C1CCS(=O)(=O)C1 (configuration not stated)
  -14	0	-13	1.4	-8	-10	-0.8	10	-2
O=C(Nc1ccc(F)cc1)c1oc2ccccc2c1NC(=O)C1CC1
  -5	-5	-12	-0.6	1	-22	-0.8	4	2
Cc1ccc(NC(=O)C2CCCC2)c(Br)c1
  -10	-2	-6	-2.3	1	-11	-2.5	12	-8
CC1CN(S(=O)(=O)c2ccc(NC(=O)CCCN3C(=O)c4ccccc4C3=O)cc2)CC(C)O1 (configuration not stated)
  -3	/	/	-0.3	-4	-11	-0.2	3	-7
O=C(O)c1ccccc1NCc1cccnc1
  8	2	-27	2.7	-2	-5	-0.7	-2	-1
COc1ccccc1CN(C)C(=O)C1COc2ccccc2O1 (configuration not stated)
  7	4	6	-1.1	-2	-8	-1.6	0	-2
CCCN(Cc1nc(-c2ccc(Cl)cc2)no1)CC1CCCO1 (configuration not stated)
  -6	8	-16	1.6	8	-7	0.8	4	-4
COc1ccc([N+](=O)[O-])cc1NC(=O)C1CCCNC1=O (configuration not stated)
  -9	-1	-11	-0.2	-6	2	0.4	13	-2
O=C(c1ccc(Cl)cc1)C1CCN(C(=S)Nc2ccccc2)CC1
  -14	2	-14	/	/	/	/	14	1
CNc1nc(-c2ccccc2)cc(C(F)(F)F)c1C#N
  -7	12	2	-0.4	4	-18	-0.1	7	0
O=[N+]([O-])c1ccccc1S(=O)(=O)Nc1ccc(-c2ccc(N3CCCC3)nn2)cc1
  -5	-3	-12	-1.4	-3	-10	-2.5	5	-7
Cc1nn(-c2ccccc2)c2c1/C(=N/O)CC(C)(C)C2
  0	-2	-4	-1.9	-2	-7	-2.3	8	-3
COc1ccc(N=C2S/C(=C\c3ccc(OC(C)C(=O)O)c(OC)c3)C(=O)N2CCc2c[nH]c3ccccc23)cc1 (configuration not stated)
  -6	2	13	/	/	/	/	6	-12
Cc1[nH]n(C(N)=S)c(=O)c1C(c1ccccc1)C(C#N)C#N (configuration not stated)
  -18	11	-9	-0.1	-7	-2	-0.2	5	-3
CC(=Nc1ccccc1)C1=C(O)C(CC(C)C)NC1=O (configuration not stated)
  -11	3	-20	/	/	/	/	17	1
Cc1noc(C)c1S(=O)(=O)Nc1cccc(C(F)(F)F)c1
  10	3	-8	3.3	-6	-7	2.0	-1	1
COc1ccc(CNC(=O)CN2CCN(c3ccccc3O)CC2)cc1OC
  -16	2	-19	0.3	-3	-3	0.1	12	-4
COCCCNCC1C(Oc2ccc(Cl)cc2)C(=O)N1c1ccccc1C (configuration not stated)
  -11	7	-1	8.5	-7	-10	3.8	10	-7
CCOC(=O)c1nnn(-c2nonc2N)c1CN1CCc2ccccc2C1
  -11	40*	7	-1.5	-3	-10	-0.2	3	-7
COc1ccc(-c2cc(C(F)(F)F)nc(SCC(=O)N(C)Cc3cn(C)nc3C)n2)cc1OC
  -1	2	4	-0.5	7	-18	1.2	3	-7

An excerpt from above in order of SMILES length, smallest number first:
The line under a structure holds: M1 antag	TAAR1 agonist	TAAR1 antagonist	V1R ag counter	OXTR potentiator	CHO parental Ca	OXTR ag	M1 PAM	M1 ag
CNc1nc(-c2ccccc2)cc(C(F)(F)F)c1C#N
  -7	12	2	-0.4	4	-18	-0.1	7	0
COc1ccc(CNC(=O)CN2CCN(c3ccccc3O)CC2)cc1OC
  -16	2	-19	0.3	-3	-3	0.1	12	-4
Cc1[nH]n(C(N)=S)c(=O)c1C(c1ccccc1)C(C#N)C#N (configuration not stated)
  -18	11	-9	-0.1	-7	-2	-0.2	5	-3
